D2 PAM: D2 dopamine receptor (human) potentiation | P14416 | HEK293 T-REx D2, calcium flux, EC20 dopamine potentiation | potentiation, % at 10 µM | 0.34% of 340,000 active | AID 485347;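 active = potentiation over 3 SD above the plate norm, cut at about 30% in these data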; also: 0% is about no effect
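Calcium flux readout, no-wash dye, 1 read/s. Inducible HEK293 Trex D2 line, overnight 30 C. Compound alone 180 s (agonist flags), then EC20 dopamine, another 180 s to score potentiation.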
TRHR agonist: TRH receptor (human) agonism | activation, % at 2 µM | TRHR cells, calcium flux fluo-8, FDSS agonist mode | 0.18% of 360,000 active | P34981; also: 0% is about no effect
Target sequence (P34981 whole entry, looked up): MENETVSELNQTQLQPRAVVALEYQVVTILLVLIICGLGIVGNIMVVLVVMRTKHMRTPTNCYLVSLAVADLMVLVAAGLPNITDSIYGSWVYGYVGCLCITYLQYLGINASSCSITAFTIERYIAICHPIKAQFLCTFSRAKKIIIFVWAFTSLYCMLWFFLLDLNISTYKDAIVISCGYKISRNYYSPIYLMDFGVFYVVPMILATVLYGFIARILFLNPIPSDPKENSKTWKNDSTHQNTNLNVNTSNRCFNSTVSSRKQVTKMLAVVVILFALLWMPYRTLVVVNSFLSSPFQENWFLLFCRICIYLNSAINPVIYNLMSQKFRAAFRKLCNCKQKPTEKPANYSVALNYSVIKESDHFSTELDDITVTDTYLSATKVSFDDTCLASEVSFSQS
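Agonist-mode FDSS calcium read (Ex 480/Em 530, 1 s cycles) in 1536-well TRHR cells with fluo-8 dye, after 10-cycle baseline and 23 nL compound addition; TRH at EC20 (10 nM final) added afterwards for the enhancer phase.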
D2 antag: D2 dopamine receptor (human) antagonism; P14416; HEK293 TREx D2 cells, calcium flux, dopamine EC80; inhibition, % at 10 µM; 2% of 340,000 active; AID 485344; in the data active = inhibition above about 30%; also: 0% is about no effect
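Inhibition of EC80 dopamine-driven calcium flux, recorded kinetically, defines activity here; cells are a tetracycline-induced HEK293 T-REx line expressing force-coupled D2.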
TRHR PAM: allosterically enhances the human TRH receptor. P34981. TRHR cells, fluo-8 calcium fluorescence, EC20 TRH enhancement. enhancement, % at 2 µM. 0.66% of 360,000 active. AID 493056; in the data active = enhancement above about 30%; also: 0% is about no effect
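TRHR-expressing cells loaded with fluo-8 calcium dye were read kinetically (ex 480/em 530) during compound addition, then stimulated with an EC20 of TRH (10 nM final). Enhancement of the Gq-mediated intracellular calcium response was scored.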
D1 antagonist: human D1 dopamine receptor antagonism; P21728; HEK293 TREx D1 cells, calcium flux, dopamine EC80; active compounds read low; activity change, negative = inhibition, % at 10 µM; 3.2% of 360,000 active; AID 504652; in the data active = activity change below about -30%; also: % is scaled to controls: 0 for no effect and ±100 for the full control effect
Target sequence (P21728 whole entry, looked up): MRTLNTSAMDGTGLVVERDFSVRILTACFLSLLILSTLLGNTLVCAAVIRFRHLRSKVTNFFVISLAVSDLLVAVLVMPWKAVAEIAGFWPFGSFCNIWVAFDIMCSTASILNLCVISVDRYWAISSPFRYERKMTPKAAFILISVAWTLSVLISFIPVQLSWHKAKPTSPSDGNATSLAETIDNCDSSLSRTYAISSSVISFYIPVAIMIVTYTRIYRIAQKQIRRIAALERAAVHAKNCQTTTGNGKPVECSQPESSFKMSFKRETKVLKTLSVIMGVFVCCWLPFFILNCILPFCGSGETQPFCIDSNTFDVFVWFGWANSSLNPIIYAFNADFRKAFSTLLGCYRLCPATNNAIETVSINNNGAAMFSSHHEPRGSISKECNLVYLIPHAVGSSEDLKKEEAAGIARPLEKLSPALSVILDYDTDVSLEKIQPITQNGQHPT
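Kinetic fluorescence of a calcium dye serves as the read-out. D1-expressing Hek293 Trex cells, induced overnight at 30 C, are exposed to compound for 180 s before an EC80 dopamine addition, then read 180 s further.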
D2 ag: activates the human D2 dopamine receptor. P14416. HEK293 T-REx D2 cells, calcium flux agonist mode. activation, % at 2 µM. 0.53% of 340,000 active. AID 485358;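 active = activation over 3 SD above normal in the single-dose calcium agonist read, cut at about 30% in these data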; also: 0% is about no effect
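Tetracycline-induced HEK293 T-REx cells with force-coupled D2 receptor, plated overnight at 30 C, loaded with no-wash calcium dye. After a 10 s baseline, compound was pin-added and calcium flux read kinetically for 180 s; calcium rises flagged agonists.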
D1 PAM: enhances dopamine response at the human D1 receptor; P21728; HEK293 TREx D1 cells, calcium flux, dopamine EC20 potentiation; potentiation, % at 10 µM; 0.036% of 360,000 active; AID 504651; in the data active = potentiation above about 30%; also: 0% is about no effect
D1 agonist: activates the human D1 dopamine receptor. P21728. HEK293 T-REx D1 cells, calcium flux, agonist mode. activation, % at 2 µM. 1% of 360,000 active. AID 504660; also: 0% is about no effect
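Agonism was scored from calcium flux recorded over 180 s (1 read/s) after pintool compound addition, following a 10-cycle baseline. Cells were inducible force-coupled HEK293 TREx D1, plated overnight at 30 C and loaded with no-wash calcium dye.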
RXFP1 antag: RXFP1 (human) relaxin receptor antagonism | Q9HBX9 | HEK293-RXFP1, relaxin-stimulated cAMP HTRF, 30 min; active compounds read low | activity change, negative = inhibition, % at 57.5 µM | 0.59% of 350,000 active | AID 1259400;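 active = activity change of -60% or lower, but not beyond a set lower limit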; also: % is scaled to controls: 0 for no effect and ±100 for the full control effect
* = called active by the depositor; nt = not tested or not shown. Rule as the data show it, unless noted: active = activation above about 30%; inactive = the rest.

item | structure | D2 PAM | TRHR agonist | D2 antag | TRHR PAM | D1 antagonist
1 | CC1(C)NC(=O)N(CC(=O)OCC(=O)Nc2cc(S(=O)(=O)N3CCCCC3)ccc2Cl)C1=O | -12 | 1.1 | -14 | -1 | -18
2 | CCOCCCn1c(=S)[nH]c2cc(C(=O)NCc3ccc(F)cc3)ccc2c1=O | 8 | -0.6 | 5 | -1 | 1
3 | Cc1ccc2nc(Cl)c(/C=N/NC(=O)c3ccccc3O)cc2c1 | -6 | 0.3 | 0 | -2 | 10
4 | Cc1cccc(NC(=O)C2CCCN(S(=O)(=O)c3cccc4cccnc34)C2)c1 (configuration not stated) | -4 | -0.7 | 3 | 6 | 31
5 | N=c1oc2ccccc2cc1C(=O)NCc1ccccc1 | -6 | 0.1 | -30 | 5 | -20
6 | COCCNC(=O)CCCn1c(=O)c2ccccc2n(CC(=O)NCCC2=CCCCC2)c1=O | -4 | -0.2 | 0 | 2 | 1
7 | Cc1ccc2nc(Cl)c(C3CC(c4ccco4)=NN3S(C)(=O)=O)cc2c1 (configuration not stated) | 7 | -0.2 | -12 | 8 | 3
8 | O=C(COC(=O)C12CC3CC(CC(O)(C3)C1)C2)Nc1ccccc1OC(F)F | 17 | -0.3 | -12 | 7 | 7
9 | CCN(C(=O)CSc1nnc(-c2cccs2)n1CC)C1CCS(=O)(=O)C1 (configuration not stated) | -2 | -0.1 | 4 | 0 | 7
10 | CC(C)=CCN1CCN(Cc2cc3ccccc3[nH]2)CC1CCO (configuration not stated) | -2 | 1.9 | 3 | 10 | 19
11 | Cc1ccc(C(=O)CCC(=O)NN2C(=O)NC3(CCCCC3)C2=O)cc1 | 3 | 1.0 | -17 | -1 | 0
12 | COC(=O)N/C(C)=C1/NC(=O)c2ccccc2C(c2ccccc2)N1 (configuration not stated) | 7 | 0.4 | 22 | -13 | -9

item | D2 ag | D1 PAM | D1 agonist | RXFP1 antag
1 | 0.5 | 1 | 1 | -1
2 | -0.5 | 0 | 10 | -2
3 | 0.5 | 5 | 8 | -11
4 | -0.9 | -2 | 0 | -13
5 | -0.6 | -6 | 8 | -27
6 | -0.5 | -5 | 0 | 13
7 | 1.0 | 1 | 2 | -16
8 | 0.8 | -3 | 9 | -3
9 | -0.5 | -2 | 1 | -4
10 | 1.4 | -10 | 3 | 3
11 | 0.6 | -8 | 4 | -1
12 | 1.1 | 1 | 0 | 10

Remaining list, next part
item | structure | D2 PAM | TRHR agonist | D2 antag | TRHR PAM | D1 antagonist
13 | COc1cccc(CNC(=O)Cn2c(=O)oc3cc(S(=O)(=O)N4CCCC4)ccc32)c1 | -6 | 0.4 | nt | 1 | -31*
14 | Cc1ccccc1NC(=O)Cc1nc(COC(=O)c2ccc(O)cc2O)cs1 | -2 | 0.0 | -2 | -4 | 8
15 | O=C(Cc1ccccc1)N/N=C/c1ccc(-c2ccc([N+](=O)[O-])cc2)o1 | -2 | 4.8 | -6 | -1 | -54*
16 | O=[N+]([O-])c1cccc(N(CC(O)CN2CCCCC2)S(=O)(=O)c2ccccc2)c1 (configuration not stated) | -2 | 1.6 | -5 | 20 | 2
17 | CCOc1ccc(Oc2ccccc2NC(=O)C2=COCCO2)cc1 | 5 | -0.1 | 37* | -9 | 12
18 | O=C(CSc1nnnn1C1CCCC1)N1CCN(C(=O)c2ccco2)CC1 | -2 | -0.1 | 7 | -1 | -17
19 | CCN(CC(=O)NCc1ccc(Cl)cc1)C(=O)c1cnc(Cl)c(Cl)c1 | 7 | -1.6 | -1 | 3 | 5
20 | O=c1cc(-c2ccc(Cl)cc2)[nH]c2ccccc12 | -1 | -0.6 | 16 | 1 | 11
21 | CN(CC(=O)Nc1cccc(F)c1)CC(=O)Nc1cc(S(=O)(=O)N2CCOCC2)ccc1Cl | -2 | 0.6 | -14 | 4 | 7
22 | O=c1cc(COc2ncnc3c(Cl)cc(Cl)cc23)nc2sccn12 | 1 | 0.5 | 5 | -5 | -2
23 | O=[N+]([O-])c1cc(C(F)(F)F)ccc1NC1CCN(Cc2ccccc2)C1 (configuration not stated) | -15 | 0.8 | -1 | -4 | -2
24 | Cc1cc(N2CCN(C(=O)c3ccco3)CC2)n2ncnc2n1 | 6 | 0.7 | 1 | -1 | 7

item | D2 ag | D1 PAM | D1 agonist | RXFP1 antag
13 | nt | -3 | 5 | nt
14 | -1.3 | 3 | 6 | 0
15 | 1.8 | -9 | 5 | 10
16 | 0.8 | -10 | 5 | 7
17 | 0.2 | 2 | 6 | -33
18 | -0.7 | 5 | 2 | -15
19 | 0.4 | nt | 1 | -13
20 | -1.6 | 0 | 1 | 7
21 | -0.2 | -3 | 4 | 3
22 | 0.4 | -3 | 3 | 9
23 | -0.3 | 0 | 0 | -23
24 | 0.6 | 2 | 1 | -9

Later entries
item | structure | D2 PAM | TRHR agonist | D2 antag | TRHR PAM | D1 antagonist
25 | Clc1ccccc1/C=N/N1CCN(Cc2ccccc2)CC1 | -7 | -0.1 | -9 | 8 | -8
26 | Cc1nnc(SCC(=O)Nc2ccccc2)[nH]c1=O | 1 | -0.5 | 2 | 2 | 1
27 | Nc1cccc(O)c1 | 13 | -0.3 | 6 | -2 | nt
28 | Cc1ccc(-c2cc3ncc4c(n3n2)-c2cc(F)ccc2OC4)cc1 | 9 | -3.8 | nt | 6 | 3
29 | CN(CCOc1ccc(Cl)cc1)C(=O)c1cc(-c2ccco2)nc2ccccc12 | -4 | -0.3 | -6 | -8 | -14
30 | Cc1c(Cl)cccc1NC(=O)c1ccc(-n2ccnc2)nc1 | -5 | -1.7 | -22 | -5 | -23
31 | COC(=O)Cn1c2ccc(OC)cc2c2nc3ccccc3nc21 | -1 | 0.2 | 12 | -5 | -2
32 | CC(C)COc1ccc(C(=O)N(CC(=O)Nc2ccccc2C(F)(F)F)Cc2ccco2)cc1 | 0 | 0.3 | -9 | 3 | 4
33 | Cc1cc2oc(=O)cc(CN(C)Cc3ccccc3Cl)c2cc1C | -4 | -0.4 | -8 | 9 | 0
34 | O=C(c1ccc(Cl)nc1)N1CCN(S(=O)(=O)c2ccc3c(c2)OCCO3)CC1 | -13 | 0.5 | -23 | -5 | -22
35 | Cc1ccc(C2=NN(C(=O)c3ccco3)C(O)(C(F)(F)F)C2)cc1 (configuration not stated) | -9 | -1.4 | 4 | 4 | -22
36 | Cc1ccc(C2CCN(C(=O)Nc3ccc(Cl)cc3)C2)cc1 (configuration not stated) | -7 | -0.1 | nt | 3 | -24

item | D2 ag | D1 PAM | D1 agonist | RXFP1 antag
25 | 0.3 | -10 | 2 | -10
26 | -1.3 | -8 | 2 | 8
27 | 0.1 | 1 | 2 | nt
28 | nt | 0 | 0 | nt
29 | -0.5 | -7 | 3 | -70*
30 | 0.4 | -3 | 3 | 6
31 | 0.1 | -3 | 1 | -2
32 | 0.6 | 6 | 7 | 9
33 | -0.7 | -6 | 2 | 10
34 | -0.8 | -11 | 0 | -5
35 | -0.5 | -6 | 1 | -16
36 | 0.3 | -7 | 5 | -22

Quoted at random: three entries already listed.
item | structure | D2 PAM | TRHR agonist | D2 antag | TRHR PAM | D1 antagonist
36 | Cc1ccc(C2CCN(C(=O)Nc3ccc(Cl)cc3)C2)cc1 (configuration not stated) | -7 | -0.1 | nt | 3 | -24
32 | CC(C)COc1ccc(C(=O)N(CC(=O)Nc2ccccc2C(F)(F)F)Cc2ccco2)cc1 | 0 | 0.3 | -9 | 3 | 4
28 | Cc1ccc(-c2cc3ncc4c(n3n2)-c2cc(F)ccc2OC4)cc1 | 9 | -3.8 | nt | 6 | 3

item | D2 ag | D1 PAM | D1 agonist | RXFP1 antag
36 | 0.3 | -7 | 5 | -22
32 | 0.6 | 6 | 7 | 9
28 | nt | 0 | 0 | nt

The list goes on.
item | structure | D2 PAM | TRHR agonist | D2 antag | TRHR PAM | D1 antagonist
37 | COc1ccc(NC(=O)CN(C)S(=O)(=O)c2ccc3c(c2)NC(=O)CS3)cc1 | 0 | -0.5 | nt | -2 | -4
38 | Cn1c(=O)c2c(nc(NCCOc3ccc(C(C)(C)C)cc3)n2C)n(C)c1=O | 2 | 0.1 | -2 | 4 | 5
39 | CSc1ccccc1C(=O)NCc1ccc(C)cc1 | -4 | -0.5 | -9 | 4 | -15
40 | COC(=O)C(C)Nc1cccc(Br)c1 (configuration not stated) | 3 | -0.1 | -13 | -5 | 1
41 | CC1(c2ccccc2Cl)NC(=O)N(CC(=O)N2CCc3ccccc3C2)C1=O (configuration not stated) | 3 | 3.0 | -12 | 4 | 4
42 | Cc1cc(C)c2c(NC(N)=S)n[nH]c2n1 | 1 | 0.5 | 4 | -4 | 20
43 | CCOC(=O)c1c(S(=O)(=O)N2CCC(C(=O)Nc3cccc(C)n3)CC2)c(C)n(C)c1C | 8 | -0.3 | nt | 4 | 10
44 | COc1cc2c(cc1OC)n(CC(=O)c1cccc(Cl)c1)c(=O)n1nc(CCn3nc(C)cc3C)nc21 | -9 | 0.2 | nt | -1 | -19
45 | CC(C)(C)S(=O)(=O)c1cnc2c(-c3ccsc3)cnn2c1N | 8 | -0.6 | 3 | -3 | 3
46 | O=C(Cn1c(-c2cccs2)cc2cc(Cl)ccc21)N1CCN(c2ccccc2)CC1 | 2 | 0.1 | nt | 5 | 3
47 | Cc1cc(C)c(C)c(S(=O)(=O)Nc2ccccc2C(=O)O)c1C | 3 | -1.0 | 0 | 1 | -10
48 | O=C(CN1C(=O)c2ccccc2C1=O)OCc1nc2ccsc2c(=O)[nH]1 | nt | -0.5 | nt | 10 | 6

item | D2 ag | D1 PAM | D1 agonist | RXFP1 antag
37 | nt | 1 | 5 | 5
38 | 1.6 | 1 | 15 | -15
39 | -1.5 | 4 | 0 | -15
40 | -0.2 | 3 | 2 | -3
41 | 7.8 | -3 | 6 | 2
42 | 0.5 | 0 | -2 | -8
43 | 0.6 | -4 | 2 | -1
44 | 0.0 | 0 | 2 | -9
45 | 0.3 | 4 | 2 | -5
46 | 0.1 | 4 | 1 | -6
47 | -0.8 | 5 | 2 | -2
48 | nt | 6 | 2 | 11

Following part:
item | structure | D2 PAM | TRHR agonist | D2 antag | TRHR PAM | D1 antagonist
49 | CN(C)S(=O)(=O)c1ccc(-c2ccccc2)cc1 | 12 | -0.1 | 1 | 2 | 3
50 | O=C(CC1C(=O)NCCN1C/C=C/c1ccccc1)NCCc1cnccn1 (configuration not stated) | 5 | 0.0 | -15 | 6 | 7
51 | COc1ccc(CCNC(=O)c2cccc(Br)c2)cc1OC | -4 | -0.5 | -10 | -4 | 6
52 | CCOc1ccccc1NC(=O)CCNS(=O)(=O)c1cccc2nsnc12 | -2 | -0.5 | -23 | -2 | 7
53 | O=C(NC1CCCC1)C(c1ccccc1)N(C(=O)c1ccco1)C1CCCC1 (configuration not stated) | 4 | 2.6 | -3 | -4 | 3
54 | O=C(CN(Cc1ccc(F)cc1)C(=O)CNS(=O)(=O)c1ccc(F)cc1)NCC1CCCO1 (configuration not stated) | -1 | -1.8 | 9 | -3 | 31
55 | O=C(c1cc(-c2ccccn2)nc2c(Cl)cccc12)N1CCN(S(=O)(=O)c2ccccc2)CC1 | 7 | 0.3 | 17 | -3 | -15

item | D2 ag | D1 PAM | D1 agonist | RXFP1 antag
49 | -0.1 | 2 | 5 | 2
50 | -1.3 | -9 | 0 | 3
51 | 0.0 | -6 | 4 | 2
52 | 1.5 | 5 | -3 | 1
53 | 1.4 | 6 | 13 | 20
54 | 3.5 | -2 | 3 | 10
55 | 0.2 | 2 | 5 | 3

This is a random part of the collection, and some 7.3% of all compounds hit somewhere here.
